Screening data as filed in PubChem.
b-catenin transl = modulators of beta-catenin nuclear translocation, primary screen, imaging, HeLa cells, immunofluorescence, high-content; nuclear translocation activity, % at 5 µM; 0.3% of 190,000 active;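 active means nuclear translocation activity above 50% at 5 µM, with a well cell count of 50 or more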;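 further: per-cell ratio of nuclear to cytoplasmic median beta-catenin stain intensity; plate controls were DMSO negative control for no effect and GSK-3 inhibitor IX positive control for full effect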
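Test system: human HeLa cells, native beta-catenin. Compound dosing: 5 µM primary single dose, 0.1% DMSO, 0.02–20 µM confirmation series. Incubation: compound exposure 24 h at 37°C. Detection: beta-catenin immunostaining with DAPI counterstain, 20x imaging, 6 fields/well. Read-out basis: Nuclear/cytoplasmic beta-catenin signal ratio, % activation.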
Insulin prom up = insulin promoter activators in MIN6 cells, imaging, high-content screening, mouse beta cells; z-score at 5 µM; 0.3% of 190,000 active; MIN6 insulin promoter-GFP reporter; active compounds read high;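 active means z-score above 3 at 5 µM with at least 500 cells counted in the well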
T cell HTS = modulators of CD8 T cell-vesicle binding, primary screen, mouse 2C CD8+ T cells, flow cytometry; 2C CD8+ T cell-vesicle binding; active compounds read low; calls only at 7 µM; 0.068% of 330,000 active;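 active means response, share of CD8 T cells binding vesicles, and their 90th percentile fluorescence all below set limits, cut at about 80% in these data, passing the limit was not always enough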
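material = purified 2C TCR transgenic mouse naive CD8+ T cells | controls = Unloaded micro-vesicles (low), QL9 vesicles with 0.7% DMSO (high) | detection = cytometric PE anti-B7-1 and Alexa647 anti-CD8 signals after 1% paraformaldehyde fixation | incubation = binding step 1.5 h, 37 °C, antibody labelling 20 min, ice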
TNAP activation fold = human TNAP enzyme activators, primary screen, biochemical, luminescent, no phosphate acceptor, uHTS (AID 1001); Alkaline phosphatase, tissue-nonspecific isozyme (Homo sapiens); 0.03% of 200,000 active; activation fold at 20 µM, or EC50 in µM where a hit was titrated; purified TNAP, luminescent activation assay, no phosphate acceptor; higher activation fold means a stronger effect; in the data active means activation fold from about 3, or a potency from the dose series; inactive means the rest, 99 in 100 with activation fold below about 1.6; further: many of its hits are not listed in these tables
Lipid droplet = inhibitors of hepatocyte lipid droplet formation, primary screen, imaging, high-throughput imaging, BODIPY stain | AML12 mouse hepatocytes, oleate lipid droplets | inhibition, % at 6.5 µM | 0.4% of 240,000 active;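 active means lipid droplet intensity inhibited by at least 50%, with more than 500 cells counted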
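Material – mouse AML12 hepatocyte cell line, fixed after treatment · Compound dosing – one dose, 6.5 µM compound · Times – compound with oleate, overnight · Measured by – Image-based BODIPY and DAPI two-channel analysis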
Autophagy HCS = autophagy modulators in MEF cells, primary screen, imaging, high-content, MEF GFP-LC3; calls only at 10 µM (by protocol); AID 463193, 2010; 0.98% of 190,000 active; MEF GFP-LC3 puncta imaging; test concentration mostly 10 µM;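 active means percentage of spot-positive cells more than 3 SD above its plate mean, without a fluorescence outlier flag or 80% toxicity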;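 further: spot-positive cell cutoff set from DMSO-treated cells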
MT stabilize HCS = microtubule stabilizers in HeLa cells, primary screen, imaging, high-content imaging. HeLa tubulin immunostaining HCS, 24 h; share of cells brighter than vehicle mean+2SD. % tubulin-high responders, % at 10 µM. AID 2205, 2009. 0.83% of 200,000 active;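 active means plate Z-score above 3 for both tubulin-high and condensed-nucleus cell shares, with cell loss under 80%, at 10 µM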;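 further: anti alpha tubulin signal scored within the nucleus-defined area of each cell; some results filed as inactive read as strong as hits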
human PMI inhibitors = human PMI inhibitors, high substrate, primary screen, biochemical, fluorescence intensity, high mannose 6-phosphate (AID 1220); Mannose-6-phosphate isomerase (Homo sapiens); recombinant PMI enzyme, coupled fluorescence intensity; higher % means a stronger effect; one-dose inhibition, % at 20 µM; IC50 in µM for titrated hits; 0.66% of 190,000 active
human PMI inhibition = inhibitors of human PMI, primary screen, biochemical, fluorescence intensity, coupled assay (AID 1209); one-dose inhibition, % at 20 µM; IC50 in µM for titrated hits; Mannose-6-phosphate isomerase (Homo sapiens); 0.42% of 190,000 active; purified PMI enzyme, coupled fluorescence intensity; higher % means a stronger effect;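 further: plate controls were DMSO vehicle for no effect and wells lacking substrate for full effect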
Insulin prom up cell count = also measured in Insulin prom up; calls as there; cell count; measured here: cytotoxicity, nuclei count;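 total cells summed across four imaged fields per well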
Lipid droplet cells 6.5 µM = further read-out of Lipid droplet, marked with its call; cell count; measured here: cell count, cytotoxicity flag;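 cells counted across two imaged fields per well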
b-catenin transl cell count 5 µM = recorded beside b-catenin transl, whose call it bears; cell count; measured here: cell count, cytotoxicity flag
T cell HTS vesicle-bound % = also measured in T cell HTS; calls as there; double positive events, %; measured here: CD8+ vesicle-bound cell fraction;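 binding gate set so that unloaded-vesicle control wells show 10% double positive cells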
MT stabilize HCS Hoechst-high % = further read-out of MT stabilize HCS, marked with its call; % Hoechst-high responders; measured here: nuclear condensation Hoechst responders;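 share of cells brighter than vehicle mean plus two SD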
MT stabilize HCS cytotoxicity % = recorded beside MT stabilize HCS, whose call it bears; toxicity, %; measured here: cytotoxicity by cell density;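 0% = mean cell density of plate MIN control wells and 100% = no cells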
Autophagy HCS cell loss 18 h = further read-out of Autophagy HCS, marked with its call; toxicity, %; measured here: cell loss, nuclei count;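 cell loss after 18 h compound exposure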
* marks the source's active call; other numbers are inactive results; i = inactive; · = not tested or not shown; + = active, no number. Unless noted, no stated cut-off is given here; in the data, active means inhibition above about 50%; inactive means the rest.

Compound,b-catenin transl,b-catenin transl cell count 5 µM,Insulin prom up,Insulin prom up cell count,T cell HTS,T cell HTS vesicle-bound %,TNAP activation fold,Lipid droplet,Lipid droplet cells 6.5 µM,Autophagy HCS,Autophagy HCS cell loss 18 h,MT stabilize HCS,MT stabilize HCS Hoechst-high %,MT stabilize HCS cytotoxicity %,human PMI inhibitors,human PMI inhibition
Cc1ccc(-c2cc(-c3ccc(Cl)cc3)c(C#N)c(N)n2)o1,8.7,1382,-1.4,1455,i,32,0.9,·,·,i,23,2.1,1.6,0.5,-46%,6%
Cc1ccc2c(C)c(C(=O)Nc3c(C)n(C)n(-c4ccccc4)c3=O)oc2c1C,0.8,459,-0.54,1152,i,55,1,-11,718,i,2,3.6,4.6,8.6,0%,1%
Cc1ccc(-c2nn3c(C)nnc3c3ccccc23)cc1S(=O)(=O)N1CCN(CCO)CC1,-1.0,1033,-0.92,1258,i,33,1.1,·,·,+,-38*,2.4,4.3,12,4%,-5%
O=[N+]([O-])c1ccc(C2(O)CN(c3ccccc3)C3=[N+]2CCS3)cc1 (stereo not given),0.3,1006,0.05,1151,i,31,1,0,687,i,10,3.0,1.3,15,1%,0%
Cc1ccc(SCc2ccc(C(=O)N3CCCC3)cc2)cc1,10,769,-0.22,1594,i,21,1.1,-15,667,i,-24,1.1,1.0,6.0,-3%,0%
COc1ccc(CCN(C(=O)C(F)(F)F)C(C(=O)NC2CCCC2)c2cccs2)cc1 (stereo not given),·,·,·,·,i,28,1,·,·,i,21,1.9,1.9,12,-2%,-4%
CC1=C(C(=O)OCC(C)C)C(c2cccs2)NC(=S)N1 (stereo not given),0.4,1015,0.62,1345,i,33,1.1,-17,628,i,-5,2.9,2.6,7.2,35%,47%
Cc1ccc(C)c(NC(=O)C2CC(=O)N(C(C)C)C2)c1 (stereo not given),0.6,796,-1.2,1296,i,16,1.1,·,·,i,-7,5.7,3.5,8.6,-10%,0%
CCOC(=O)c1c(NC(C)=O)sc2c1CCC(C=O)=C2Sc1ccccc1,·,·,1.3,929,i,10,1.1,12,776,i,-7,1.6,1.5,11,1%,12%
CC(C)Cn1c(/C=C/c2ccccc2)nc2ccccc21,-2.1,1072,-0.13,1555,i,47,1.1,23,687,i,41,3.3,2.7,9.5,-4%,8%

Retrieved by structure from the entries so far, 2 records:
Compound,b-catenin transl,b-catenin transl cell count 5 µM,Insulin prom up,Insulin prom up cell count,T cell HTS,T cell HTS vesicle-bound %,TNAP activation fold,Lipid droplet,Lipid droplet cells 6.5 µM,Autophagy HCS,Autophagy HCS cell loss 18 h,MT stabilize HCS,MT stabilize HCS Hoechst-high %,MT stabilize HCS cytotoxicity %,human PMI inhibitors,human PMI inhibition
Cc1ccc(-c2nn3c(C)nnc3c3ccccc23)cc1S(=O)(=O)N1CCN(CCO)CC1,-1.0,1033,-0.92,1258,i,33,1.1,·,·,+,-38*,2.4,4.3,12,4%,-5%
COc1ccc(CCN(C(=O)C(F)(F)F)C(C(=O)NC2CCCC2)c2cccs2)cc1 (stereo not given),·,·,·,·,i,28,1,·,·,i,21,1.9,1.9,12,-2%,-4%

(continued)
Compound,b-catenin transl,b-catenin transl cell count 5 µM,Insulin prom up,Insulin prom up cell count,T cell HTS,T cell HTS vesicle-bound %,TNAP activation fold,Lipid droplet,Lipid droplet cells 6.5 µM,Autophagy HCS,Autophagy HCS cell loss 18 h,MT stabilize HCS,MT stabilize HCS Hoechst-high %,MT stabilize HCS cytotoxicity %,human PMI inhibitors,human PMI inhibition
Cc1cc(NC(=O)c2cn(C3CCCCC3)c(=O)c3c2c2ccccc2n3C)no1,0.7,1141,-0.62,863,i,27,1,·,·,·,·,6.0,1.8,9.1,14%,4%
CCOc1ccccc1NC(=O)CSc1nnnn1Cc1ccccc1,·,·,0.2,1330,i,24,1.1,6,703,i,-3,3.2,2.0,9.2,9%,12%
COc1cccc(/C=N/NC(=O)c2nc(-c3ccccc3)cc(-c3ccccc3)n2)c1O,·,·,-0.35,1137,i,51,1.2,-6,695,i,18,1.8,1.2,22,-8%,-11%
CCC(=O)Nc1cc(Cl)ccc1C(=O)O,0.4,976,·,·,i,20,1.1,-2,754,i,-10,1.5,0.9,6.1,-14%,-4%
CCOC(=O)CN1CC23C=CC(O2)C(C(=O)NCc2ccc(C)cc2)C3C1=O (stereo not given),0.8,1222,0.33,834,i,52,1.1,·,·,·,·,4.7,2.6,4.2,-10%,-3%
CCOc1ccc(OCc2cccc(C(=O)Nc3ccc(CN4CCCCC4)cc3)c2)cc1,-2.4,525,-0.55,1123,i,44,1.1,-62,679,i,5,3.7,3.0,2.2,-5%,-4%
CSc1cccc(NC(=S)N2CCCN(Cc3ccc(F)cc3)C2)c1,1.0,1062,-2.1,1350,i,56,1,5,711,i,18,4.7,1.2,13,12%,12%
COCCCn1c(Cc2csc(Nc3ccccc3)n2)nnc1SCC(N)=O,2.1,490,·,·,i,18,0.9,-20,735,i,9,4.8,2.6,6.1,-5%,-9%
Cc1sc(NC(=O)c2ccccc2F)c(CN2CCCCC2C)c1C (stereo not given),2.5,944,-0.05,1234,i,19,0.9,2,668,i,-8,2.8,2.3,3.2,1%,-4%
Cc1ccc(CN2CCN(C(=O)c3ccco3)CC2)cc1,3.1,1125,-0.09,1106,i,16,1,0,759,i,-3,2.9,1.5,8.3,-6%,2%
CSc1nc2ccc(S(=O)(=O)N3CCCC3)cc2s1,-11,1317,-0.68,923,i,29,1.1,2,725,i,-2,1.6,1.6,0.3,-3%,3%
Cc1nc2nc[nH]n2c(=O)c1NS(=O)(=O)c1ccc(C(C)(C)C)cc1,-1.2,1100,0.32,1274,i,30,1.1,9,711,i,2,3.5,1.8,9.7,4%,-8%
Cc1ccc2c(c1)N(Cc1ccccn1)C(=O)C(C)O2 (stereo not given),2.1,1203,0.42,1175,i,34,1.1,·,·,i,-5,1.7,1.6,5.0,5%,-20%
COc1ccc(NC(=O)CSc2nc3ccccc3n2-c2ccccc2)c([N+](=O)[O-])c1,2.5,1137,-0.38,1350,i,58,0.8,-5,716,i,0,2.9,1.1,7.3,-4%,0%
CN(CC(=O)N1CCc2ccccc21)S(=O)(=O)c1cccs1,·,·,1.1,928,i,35,1.2,·,·,i,24,1.4,1.3,13,1%,6%
O=C(NCCCN1CCCC1=O)c1cccc(C(F)(F)F)c1,1.4,1029,-0.26,1192,i,19,1.1,5,688,i,-3,2.4,2.4,0.1,12%,13%
CC(C)=CCN1CCNC(=O)C1CC(=O)NCc1nc(C)c(C)s1 (stereo not given),0.4,974,0.48,1469,i,43,1.1,3,618,i,14,4.1,1.8,4.6,8%,5%
COc1ccc(Br)cc1/C=C/C(=O)NCC(=O)O,-0.5,1145,0.41,1220,i,26,1.1,17,727,i,0,4.0,2.0,5.9,-1%,-4%
CC1(C)Cc2c(sc3nc(-c4cccs4)n(N)c(=O)c23)CO1,-3.2,1019,0,1068,i,8,1.1,·,·,i,4,4.5,2.7,6.7,3%,0%
O=C(/C=C/c1ccc(Cl)cc1)N(c1ccccn1)C1CCCCC1,·,·,0.66,1317,i,9,1,-10,711,i,5,2.0,3.3,5.3,13%,13%
O=C(N/N=C/c1cccc(OC2CSC2)c1)c1ccccc1O,-1.8,1315,0.8,1519,i,51,1.1,·,·,i,-2,1.8,2.3,8.3,3%,4%
Cc1ccc(CNC(=O)c2cccc(-n3cnnn3)c2)cc1,·,·,1.2,1055,i,23,1,7,813,i,27,1.1,2.0,10,-11%,-9%
O=C(Cc1ccccc1)NNC(=O)C1CCN(c2ncccn2)CC1,-3.4,1121,0.43,1381,i,20,1,9,672,i,17,2.0,1.1,6.2,1%,-1%
CN(C)c1ccc(NC(=O)CSc2nnc(-c3cccs3)n2Cc2ccco2)cc1,·,·,·,·,i,43,0.9,14,770,i,11,1.5,1.7,7.9,2%,3%
Cn1ncc2c(=O)[nH]cnc21,2.0,932,0.45,1616,i,34,1.2,2,683,i,-1,2.3,2.8,6.6,10%,6%
CC(=O)c1c(C(C)=O)c(C)n(Cc2ccc3c(c2)OCO3)c1C,-1.4,935,-2.4,950,i,56,1,·,·,i,6,4.9,2.8,8.5,2%,2%
Cc1ccc2oc(=O)c(/C=C(\O)c3ccco3)nc2c1,-2.5,1109,0.19,1435,i,28,·,-1,742,·,·,·,·,·,·,·
CN(C)c1cccc(N(C)C)c1CNC(=O)C(C)(C)C,0.0,1218,-0.3,1018,i,25,·,-16,654,·,·,·,·,·,·,·
COc1ccc2cc(CCNC(=O)C(C)(C)C)c(=O)[nH]c2c1,-1.1,1106,-0.42,1508,i,42,1.1,3,592,i,-6,1.8,0.9,4.9,14%,11%
COCCCNC(=S)N(Cc1ccccc1)Cc1ccc(F)cc1,-1.2,1096,0.06,1378,i,54,1,12,654,i,4,3.6,1.0,20,-3%,-1%
CCCCOC(=O)Nc1nnc(CC)s1,-4.2,1095,·,·,i,50,1,1,781,i,-2,1.5,0.7,11,-13%,-2%
O=C(Nc1ccccc1)Nc1ccc(Cl)c([N+](=O)[O-])c1,-0.4,996,-0.68,1080,i,17,1,10,614,i,7,4.3,2.1,7.4,15%,10%
CO/C(N)=C(\C#N)N=Cc1ccccc1Cl,0.2,1007,0.1,1195,i,54,1,-17,726,i,11,3.4,2.3,1.0,6%,8%
CN(c1ccccc1)S(=O)(=O)c1cc(C(=O)OCC(N)=O)ccc1Cl,-0.4,1074,0.08,1289,i,38,1.1,-5,732,i,3,2.7,3.4,8.7,10%,-1%
CCN1C(=O)NC2C1N(S(C)(=O)=O)CCN2S(C)(=O)=O (stereo not given),-2.4,967,0.87,1210,i,31,1.1,·,·,i,10,3.1,1.9,16,12%,0%
